Source: PubChem BioAssay
Growth percent in the NCI-60 one-dose screen (48 h, 10 µM unless noted): 100 = growth as untreated, 0 = no growth, -100 = all killed.
SNB-75 – SNB-75 CNS cancer | actives 5% (n = 79,000)
HCC-2998 – HCC-2998 colon cancer; actives 4.7% (n = 79,000)
SNB-19 – SNB-19 CNS cancer cells. AID 1794751. actives 2.5% (n = 81,000)
SF-295 – SF-295 CNS cancer cells. AID 1794758. actives 5.6% (n = 79,000)
SF-268 – SF-268 CNS cancer cells | actives 3.1% (n = 82,000) | AID 1794759
U251 – U251 CNS tumor cells; actives 5.4% (n = 80,000)
SF-539 – SF-539 CNS cancer | actives 6.8% (n = 81,000)
PC-3 – PC-3 prostate cancer cells. actives 3.9% (n = 80,000)
DU-145 – DU-145 prostate cancer | actives 4.2% (n = 81,000) | AID 1794760
* hit, by the source's call; x = not tested or not shown; & = joins results of further samples; [ ] = another dose, or the depositor's remark. How the source made its calls: active means growth percent below 10; inactive means the rest.

1. CC(O)CSCC(C)O (configuration not stated)
2. C#C[C@]1(O)CC[C@H]2[C@@H]3CC=C4c5sc(N6CCCCC6)nc5CC[C@]4(C)[C@H]3CC[C@@]21C
3. O=C(C(=O)N1CCCC1)c1ccc(OC2OC(COCc3ccccc3)C(OCc3ccccc3)C(OCc3ccccc3)C2OCc2ccccc2)cc1 (configuration not stated)
4. CCCC(C)(C)COC(=O)c1ccccc1Cl
5. COC(=O)c1c(C)nc(C)c2c1C(=O)C(Br)=C(NCCN1CCOCC1)C2=O
6. Cc1nn(Cc2ccccc2)cc1C(=O)Nc1sc2c(c1C(N)=O)CCC(=O)C2
7. O=C1C2(c3ccccc3)C(c3ccccc3)=C(c3ccccc3)C1(c1ccccc1)C1CC=CC12 (configuration not stated)
8. CN1C(=O)OC(C)(C)C1=O
Assay by compound	1	2	3	4	5	6	7	8
SNB-75	x	94	83	85	119	54	83	97
HCC-2998	111	112	x	104	101	81	88	104&113
SNB-19	99	93	104	99	101	63	86	113&106
SF-295	121	33	103	99	96	80	68	118&104
SF-268	110	90	103	103	95	20	91	124&112
U251	103	71	98	92	101	23	89	97&103
SF-539	104	54	107	94	107	9.2*	89	114&104
PC-3	96	69	82	68	86	16	49	98&101
DU-145	122	101	103	114	112	68	101	113

9. Cc1ccc(S(=O)(=O)NC(=O)CCC(=O)Nc2ccc(F)cc2)cc1
10. c1ccc(COc2ccc(Nc3ncnc4c3cnn4-c3ccccc3)cc2)cc1
11. OC(CN1CCCCC1)c1cc(Cl)cc(Cl)c1 (configuration not stated)
12. S=C(NNC(=S)Nc1ccccc1)Nc1ccccc1
13. CCCCC[n+]1ccc(SCC(=O)N2CCCc3ccccc32)c2ccccc21
14. O=S(=O)(Oc1ccc(Br)cc1)c1ccccc1
15. CCCCCCCCN(CCCCCCCC)CC(O)c1ccc2cc(Cl)c3ccccc3c2c1 (configuration not stated)
16. C=C(/C=C/[C@@H](C)[C@H]1CC[C@H]2C3=CC[C@H]4C[C@@H](O)CC[C@]4(C)[C@H]3CC[C@]12C)C(C)C
Assay by compound	9	10	11	12	13	14	15	16
SNB-75	x	102	82	x	93	107	96	97
HCC-2998	128	108	101	117	106	107	x	118
SNB-19	100	96	98	105	105	98	95	111
SF-295	99	107	97	101	96	103	119	106
SF-268	116	108	95	106	116	103	99	96
U251	101	106	101	98	109	100	100	93
SF-539	107	100	102	103	109	91	111	97
PC-3	104	89	90	101	101	91	88	82
DU-145	106	104	110	109	116	101	109	101

17. C=CCSC(CC)(CC)C(N)=O
18. COc1ccc(C(O)(CCC(C)C)C(CN2CCOCC2)c2ccc(Cl)cc2)cc1 (configuration not stated)
19. O=C1NC(=O)[C@@H](CC(=O)n2c(-c3ccccc3)nc3ccccc32)N1
20. CNC(=O)OCCOC1CCC2(C)C(CCC3C2CCC2(C)C(C(C)CCCC(C)C)CCC32)C1 (configuration not stated)
21. COc1cc(NCCCCCN=C(N)NC(N)=NC(C)C)c2ncccc2c1
22. COc1ccc(-c2nnc(SCc3ccc(O)c4ncccc34)o2)cc1
23. COc1cc2c(c(NC(C)=O)c1)N(C(C)=O)CCC2
24. O=C(Cc1ccc(/C=C/C(=O)c2ncc[nH]2)cc1)Nc1ccc(S(F)(F)(F)(F)F)cc1
Assay by compound	17	18	19	20	21	22	23	24
SNB-75	96	74	72	99	x	x	97	73
HCC-2998	100	65	101	102	11	45	x	79
SNB-19	95	84	92	91	33	22	102	76
SF-295	95	x	101	97	98	16	119	81
SF-268	102	80	99	104	29	31	100	80
U251	103	66	x	97	21	20	96	37
SF-539	98	65	100	96	45	27	102	93
PC-3	131	54	106	92	33	26	104	59
DU-145	123	74	110	101	104	33	115	78

Gathered by group, the entries above with an aryl thioether with sulfur outside any ring.
13. CCCCC[n+]1ccc(SCC(=O)N2CCCc3ccccc32)c2ccccc21
22. COc1ccc(-c2nnc(SCc3ccc(O)c4ncccc34)o2)cc1
Assay by compound	13	22
SNB-75	93	x
HCC-2998	106	45
SNB-19	105	22
SF-295	96	16
SF-268	116	31
U251	109	20
SF-539	109	27
PC-3	101	26
DU-145	116	33

Down the list, as entered above:
DU-145 for entries 15–19 → 109, 101, 123, 74, 110

(more compounds)
25. CCOC(=O)c1sc2ccc(N)cc2c1NC(=O)c1ccccc1
26. Cc1cc(NCCCN(C)C)c2ccc3c(ccc4c(NCCCN(C)C)cc(C)nc43)c2n1
27. OC1CNC(=S)NC1
28. COC(=O)[C@@]1(O)C=Cc2nc3cccnc3c(=O)n21
29. CC1OCOC(CO)C(O)C1O (configuration not stated)
30. COc1cc2c(cc1OC)C1=NN(C(=O)Nc3c(C)cccc3C)C(c3ccc(F)cc3)C1C2 (configuration not stated)
31. O=C(O)c1ccc(-n2cc(/C=N/Nc3ccc(F)cc3)c(-c3cc4ccccc4oc3=O)n2)cc1
32. Cc1cccc(Cc2cccc(C)c2O)c1O
Assay by compound	25	26	27	28	29	30	31	32
SNB-75	81	-90*	96	79	108	102	86	77
HCC-2998	106	-66*	98	106	110	92	88	91
SNB-19	95	-33*	107	97	101	88	89	98
SF-295	100	-76*	93	102	104	82	72	128
SF-268	98	-86*	108	101	110	93	77	103
U251	97	-30*	97	100	98	70	104	98
SF-539	86	-96*	117	97	101	98	86	105
PC-3	92	-56*	101	95	103	82	70	100
DU-145	111	-93*	116	110	114	94	91	107

33. CC1(C)C(=O)/C(=C\c2ccco2)C[C@]2(C)[C@H]3C(=O)C=C4[C@@H]5C[C@@](C)(C(N)=O)CC[C@]5(C)CC[C@@]4(C)[C@]3(C)CC[C@@H]12
34. c1ccc2c(c1)ccn2-c1nc2ccccc2n2c1nc1ccccc12
35. COc1ccc(/C=N/NC(=O)Cn2c(-c3ccc(S(C)(=O)=O)cc3)nc3cc(Cl)ccc32)cc1
36. CN(C)c1ccc(/C=C2/C=C(c3ccc(-c4ccccc4)cc3)OC2=O)cc1
37. O=CNCCO
38. O=C(NN(Cc1ccccc1)S(=O)(=O)c1ccccc1)c1ccccc1
39. N#Cc1c(N)nc2c(c(-c3ccc(Cl)cc3)nn2-c2ccccc2)c1C#N
40. CCCCCOC(=O)c1ccc(NC(=O)CNCC(C)C)cc1
Assay by compound	33	34	35	36	37	38	39	40
SNB-75	86	81	26	84	83	x	104[100 µM]	86
HCC-2998	111	88	19	89	97	99	111[100 µM]	98
SNB-19	91	95	22	87	104	104	100[100 µM]	91
SF-295	104	101	13	96	97	103	98[100 µM]	100
SF-268	102	90	45	98	102	100	94[100 µM]	96
U251	91	98	10	90	97	102	93[100 µM]	93
SF-539	98	94	-14*	100	101	106	74[100 µM]	102
PC-3	69	81	18	88	95	95	99[100 µM]	66
DU-145	107	103	14	81	107	111	101[100 µM]	102

41. CCC1(CC)C(OC)NC(Br)=C(C#N)C1(C#N)C(N)=O (configuration not stated)
42. O=C(Cn1cc(CN2C(=O)c3ccccc3S2(=O)=O)nn1)Nc1cc(Cl)c(Cl)cc1Cl
43. C=CCn1c(SCC(=O)Nc2ccc(C(=O)/C=C/c3ccc(Cl)cc3)cc2)nnc1-c1ccc(Cl)cc1
44. NNC(=O)c1ccc[n+](Cc2ccccc2)c1
45. COc1cc(-c2nc(OC)c(C#N)c(N)c2C#N)cc(OC)c1OC
46. COc1cc(C(=O)OCCCCCCCCCCC[P+](c2ccccc2)(c2ccccc2)c2ccccc2)ccc1O
47. COc1ccc(C2NC(=O)Cc3c2sc2c(F)cccc32)c(OC)c1 (configuration not stated)
48. S=C(Nc1ccc(Br)cc1)Nc1ccc(Br)cc1
Assay by compound	41	42	43	44	45	46	47	48
SNB-75	99	94	74	105	81	-76*	83	104
HCC-2998	121	112	90	102	x	19	115	73
SNB-19	110	97	91	106	99	-55*	99	68
SF-295	122	104	x	100	104	-32*	103	41
SF-268	131	97	83	99	105	-74*	91	74
U251	104	x	80	101	100	-90*	98	54
SF-539	94	103	99	96	103	-57*	89	112
PC-3	107	94	70	89	102	-22*	89	40
DU-145	98	103	100	105	118	11	110	63

In another format: three of the compounds above.
47. COc1ccc(C2NC(=O)Cc3c2sc2c(F)cccc32)c(OC)c1 (configuration not stated)
- SNB-75 = 83
- HCC-2998 = 115
- SNB-19 = 99
- SF-295 = 103
- SF-268 = 91
- U251 = 98
- SF-539 = 89
- PC-3 = 89
- DU-145 = 110

46. COc1cc(C(=O)OCCCCCCCCCCC[P+](c2ccccc2)(c2ccccc2)c2ccccc2)ccc1O
- SNB-75 = -76*
- HCC-2998 = 19
- SNB-19 = -55*
- SF-295 = -32*
- SF-268 = -74*
- U251 = -90*
- SF-539 = -57*
- PC-3 = -22*
- DU-145 = 11

42. O=C(Cn1cc(CN2C(=O)c3ccccc3S2(=O)=O)nn1)Nc1cc(Cl)c(Cl)cc1Cl
- SNB-75 = 94
- HCC-2998 = 112
- SNB-19 = 97
- SF-295 = 104
- SF-268 = 97
- U251 = x
- SF-539 = 103
- PC-3 = 94
- DU-145 = 103

(continued)
49. Cc1cc(SCSc2cc(C)[o+]c(C)c2)cc(C)[o+]1
50. COc1cc(/C=C/C(=O)CC(=O)/C=C/c2cc(I)c(O)c(OC)c2)cc(I)c1O
51. O=CNc1cc(Cl)cc(Cl)c1
52. COc1ccc2nc(NC(=O)c3cc(-c4cc(OC)c(OC)c(OC)c4)n4nc(-c5ccccc5)cc4n3)sc2c1
53. Cc1cccc(N)n1
54. COc1ccc(/C=N/NC(=O)COc2ccc(NC(=O)Nc3ccc(Cl)cc3)cc2)cc1
55. O=C1Nc2cc(Cl)c(CCCl)cc2/C1=C/c1ccc(F)cc1
56. N=c1c(C(N)=O)cnc2n1CCCCC2
57. CCOC(=O)c1cnn2c(SC)ncnc12
58. CC1(C)CC(=O)c2cc3c(N)c(C(=O)Nc4ccc(Cl)cc4)sc3nc2C1
Assay by compound	49	50	51	52	53	54	55	56	57	58
SNB-75	87	94	104	85	89	83	80	114	87	114
HCC-2998	110	99	x	101	105	106	107	85	x	116
SNB-19	97	87	100	97	103	96	87	99	92	114
SF-295	101	105	102	x	99	94	86	111	112	100
SF-268	105	92	106	101	98	106	74	105	106	125
U251	95	74	102	96	99	92	84	114	99	103
SF-539	95	95	100	88	100	98	90	x	106	114
PC-3	77	99	96	89	97	112	62	97	93	105
DU-145	112	104	109	111	101	106	80	121	118	103

Random excerpt: 2 records from the list, in no set order.
55. O=C1Nc2cc(Cl)c(CCCl)cc2/C1=C/c1ccc(F)cc1
49. Cc1cc(SCSc2cc(C)[o+]c(C)c2)cc(C)[o+]1
Assay by compound	55	49
SNB-75	80	87
HCC-2998	107	110
SNB-19	87	97
SF-295	86	101
SF-268	74	105
U251	84	95
SF-539	90	95
PC-3	62	77
DU-145	80	112

An unsorted share of the library. About 9.9% of those tested had a hit in this group.
